# Bioassay records from PubChem.
# GSTO1 counter: counter-screen for RBBP9 inhibitors: inhibitors of human GSTO1; P78417; recombinant GSTO1, activity-based probe fluorescence polarization; inhibition, % at 5.96 µM; 300,000 compounds, 1.1% hits; AID 1974;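 active means inhibition above the campaign mean inhibition plus 3 SD, cut at about 35% in these data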;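 further: 0% = GSTO1-1 with DMSO and 100% = wells lacking GSTO1-1 enzyme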
# PREPL inh: inhibits the human prolyl oligopeptidase-like enzyme; Q4J6C6; recombinant PREPL, fluorescence polarization activity-based probe; inhibition, % at 5.96 µM; 320,000 compounds, 0.68% hits; in the data active means inhibition above about 43%;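 further: 0% = enzyme with DMSO and 100% = wells lacking enzyme; many of its hits are not listed in these tables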
# LYPLA1 counter: counter-screen for PME1 inhibitors: inhibitors of human LYPLA1; 320,000 compounds, 0.16% hits; AID 2174; recombinant LYPLA1, FP-Rh probe fluorescence polarization; inhibition, % at 5.9 µM;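 active means inhibition above the mean of all tested compounds plus 3 SD, set per campaign, cut at about 14% in these data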;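 further: inhibitors block serine hydrolase probe labeling of LYPLA1 so polarization falls; 0% = enzyme with DMSO and 100% = wells lacking LYPLA1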
# PAD4 inh: blocks human protein arginine deiminase 4. recombinant PAD4, RCA probe fluorescence polarization. Q9UM07. inhibition, % at 6.36 µM. AID 485272. 330,000 compounds, 0.41% hits;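 active means percent inhibition above a cutoff equal to the mean of all tested compounds plus 3 SD, cut at about 15% in these data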;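 further: 0% = PAD4 with RCA probe and DMSO and 100% = probe without PAD4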
# Target sequence (Q9UM07 whole entry, looked up): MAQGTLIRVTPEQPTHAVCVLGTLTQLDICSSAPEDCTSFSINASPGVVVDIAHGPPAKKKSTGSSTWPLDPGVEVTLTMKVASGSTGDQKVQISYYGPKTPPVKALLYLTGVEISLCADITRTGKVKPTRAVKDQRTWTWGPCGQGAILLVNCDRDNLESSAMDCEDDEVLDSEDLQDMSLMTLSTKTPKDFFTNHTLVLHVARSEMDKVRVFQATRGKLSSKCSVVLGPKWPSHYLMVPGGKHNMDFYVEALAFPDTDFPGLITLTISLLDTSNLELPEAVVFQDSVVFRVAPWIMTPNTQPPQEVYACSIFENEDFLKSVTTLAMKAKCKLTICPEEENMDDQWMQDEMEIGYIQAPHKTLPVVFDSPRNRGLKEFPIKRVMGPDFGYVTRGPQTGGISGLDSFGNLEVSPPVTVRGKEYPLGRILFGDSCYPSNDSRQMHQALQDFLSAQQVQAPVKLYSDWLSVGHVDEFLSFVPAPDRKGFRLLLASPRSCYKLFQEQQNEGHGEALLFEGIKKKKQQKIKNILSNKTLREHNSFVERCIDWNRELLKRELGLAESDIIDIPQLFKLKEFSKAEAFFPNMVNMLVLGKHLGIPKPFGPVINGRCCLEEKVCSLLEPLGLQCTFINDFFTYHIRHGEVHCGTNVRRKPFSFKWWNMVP
# PAFAH1B3 FP inh: inhibitors of human PAFAH1B3; Q15102; recombinant PAFAH1B3, FP-rhodamine probe, fluorescence polarization; inhibition, % at 3.39 µM; 340,000 compounds, 0.28% hits; AID 492972;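 active means inhibition above the screen-wide average of all tested compounds plus 3 SD, cut at about 25% in these data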;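 further: 0% = enzyme with DMSO only and 100% = wells lacking PAFAH1B3 protein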
# PME-1 primary: PME-1 (human) inhibition. Q9Y570. recombinant PME-1, FP-Rh probe fluorescence polarization. inhibition, % at 5.9 µM. 320,000 compounds, 0.53% hits;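 active means inhibition above the campaign mean of all compounds plus 3 SD, cut at about 26% in these data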;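 further: competitive labeling of PME-1 active site by serine hydrolase directed probe; 0% = PME-1 with DMSO and 100% = wells lacking PME-1 enzyme; inhibitors block probe labeling so polarization falls and inhibition rises; many of its hits are not listed in these tables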
# LYPLA2 inh: blocks human lysophospholipase 2, a PME1 counter-screen. O95372. recombinant LYPLA2, FP-Rh probe fluorescence polarization. inhibition, % at 5.9 µM. 320,000 compounds, 0.38% hits. AID 2177;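 active means inhibition above the screen-wide mean plus 3 SD, limit set per campaign, cut at about 26% in these data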;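 further: 0% = LYPLA2 with DMSO and 100% = wells lacking LYPLA2 enzyme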
# PAFAH1B2 inh: inhibitors of human PAFAH1B2; P68402; recombinant PAFAH1B2, FP-rhodamine activity probe, fluorescence polarization; inhibition, % at 3.39 µM; 340,000 compounds, 1.2% hits; AID 492953;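 active means inhibition above the mean of all tested compounds plus 3 SD, cut at about 24% in these data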;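 further: 0% = enzyme with DMSO and 100% = wells lacking PAFAH1B2; many of its hits are not listed in these tables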
# pPAFAH inh: inhibitors of human plasma PAF acetylhydrolase (pPAFAH). recombinant pPAFAH, FP-rhodamine probe fluorescence polarization. AID 463082. inhibition, % at 3.39 µM. 330,000 compounds, 1.5% hits;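 active means inhibition above the mean inhibition across the screen plus 3 SD, cut at about 25% in these data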;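 further: inhibitors block binding of the rhodamine activity-based probe so polarization drops; 0% = enzyme with DMSO and 100% = wells lacking pPAFAH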
# Target sequence (Q13093 whole entry, looked up): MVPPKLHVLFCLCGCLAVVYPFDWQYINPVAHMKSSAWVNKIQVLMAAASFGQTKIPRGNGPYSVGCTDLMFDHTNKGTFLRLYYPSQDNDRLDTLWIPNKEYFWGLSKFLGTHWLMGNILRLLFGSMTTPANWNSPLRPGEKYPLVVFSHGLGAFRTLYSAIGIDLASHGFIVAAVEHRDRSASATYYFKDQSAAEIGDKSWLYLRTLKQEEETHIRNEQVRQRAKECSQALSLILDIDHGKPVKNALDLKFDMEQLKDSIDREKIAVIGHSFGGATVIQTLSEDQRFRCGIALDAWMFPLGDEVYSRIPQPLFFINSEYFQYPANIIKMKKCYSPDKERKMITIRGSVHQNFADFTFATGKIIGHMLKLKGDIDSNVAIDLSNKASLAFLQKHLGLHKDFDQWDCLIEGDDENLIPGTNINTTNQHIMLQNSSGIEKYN
# * hit, by the source's call; · = not tested or not shown. This is a subset; rates above refer to the full screens.
# Under each structure – GSTO1 counter | PREPL inh | LYPLA1 counter | PAD4 inh | PAFAH1B3 FP inh | PME-1 primary | LYPLA2 inh | PAFAH1B2 inh | pPAFAH inh
Cc1cc2oc(C(=O)N(Cc3ccco3)C3CCS(=O)(=O)C3)cc(=O)c2cc1Cl (configuration not stated)
    0 | 0 | 1 | -5 | 7 | -5 | 0 | 3 | 2
CCOCCCNCc1cc(Cl)cc(Cl)c1OCC
    14 | -15 | 0 | -2 | 4 | 4 | -4 | 1 | 5
Cc1onc(-c2c(Cl)cccc2Cl)c1C(O)c1ccccc1 (configuration not stated)
    3 | -2 | -5 | 1 | 8 | 1 | -3 | 8 | 5
CCCCNC(=O)c1onc(CSc2cc(C)ccc2C)c1C(=O)O
    -36 | -8 | -4 | -2 | 7 | -6 | -1 | 6 | 9
Cc1ccsc1/C=N/NC(=O)Cn1nc(C)c([N+](=O)[O-])c1C
    -6 | 18 | 4 | -1 | -3 | -2 | 8 | 4 | 10
CC1CCCN(CCCOc2ccc([N+](=O)[O-])cc2)C1 (configuration not stated)
    0 | -6 | -2 | 3 | 8 | -3 | 0 | 1 | 0
Cc1ccc(/C=N/n2cc(-c3ccccc3)[nH]c2=S)s1
    7 | 6 | -4 | 2 | -4 | 4 | 1 | 8 | 7
C/C(=N/NC(=O)c1cc2ccccc2cc1O)C1C(=O)c2ccccc2C1=O
    18 | 33 | 63* | -7 | 37* | 79* | 24 | 73* | 77*
COc1ccc(NC(=O)/C=C/C(=O)O)c(OC)c1
    -5 | -1 | -4 | -11 | 7 | 0 | -1 | -3 | 2
COc1ccccc1NC(=S)N(Cc1ccccn1)Cc1ccccc1Cl
    8 | 9 | -1 | 2 | 2 | 0 | -2 | 4 | 0

# Part of the list above in order of count of non-hydrogen atoms, rising.
# Under each structure – GSTO1 counter | PREPL inh | LYPLA1 counter | PAD4 inh | PAFAH1B3 FP inh | PME-1 primary | LYPLA2 inh | PAFAH1B2 inh | pPAFAH inh
COc1ccc(NC(=O)/C=C/C(=O)O)c(OC)c1
    -5 | -1 | -4 | -11 | 7 | 0 | -1 | -3 | 2
CCOCCCNCc1cc(Cl)cc(Cl)c1OCC
    14 | -15 | 0 | -2 | 4 | 4 | -4 | 1 | 5
CC1CCCN(CCCOc2ccc([N+](=O)[O-])cc2)C1 (configuration not stated)
    0 | -6 | -2 | 3 | 8 | -3 | 0 | 1 | 0
Cc1ccsc1/C=N/NC(=O)Cn1nc(C)c([N+](=O)[O-])c1C
    -6 | 18 | 4 | -1 | -3 | -2 | 8 | 4 | 10
CCCCNC(=O)c1onc(CSc2cc(C)ccc2C)c1C(=O)O
    -36 | -8 | -4 | -2 | 7 | -6 | -1 | 6 | 9
COc1ccccc1NC(=S)N(Cc1ccccn1)Cc1ccccc1Cl
    8 | 9 | -1 | 2 | 2 | 0 | -2 | 4 | 0
C/C(=N/NC(=O)c1cc2ccccc2cc1O)C1C(=O)c2ccccc2C1=O
    18 | 33 | 63* | -7 | 37* | 79* | 24 | 73* | 77*
Cc1cc2oc(C(=O)N(Cc3ccco3)C3CCS(=O)(=O)C3)cc(=O)c2cc1Cl (configuration not stated)
    0 | 0 | 1 | -5 | 7 | -5 | 0 | 3 | 2

# (listing goes on)
# Under each structure – GSTO1 counter | PREPL inh | LYPLA1 counter | PAD4 inh | PAFAH1B3 FP inh | PME-1 primary | LYPLA2 inh | PAFAH1B2 inh | pPAFAH inh
CCCC(C(=O)NCc1ccco1)N(C(=O)CNS(=O)(=O)c1ccccc1)c1ccccc1OC (configuration not stated)
    3 | 22 | -2 | 1 | 14 | -4 | -2 | 2 | 18
CCCOc1ccc(/C=N/NC(=O)c2nnn(-c3nonc3N)c2-c2cccs2)cc1OC
    -2 | 24 | -10 | -2 | 3 | -12 | -13 | -3 | 2
CCCCn1c(N)c(N(C)C(=O)c2cn(-c3ccccc3)nc2-c2ccccc2)c(=O)[nH]c1=O
    · | 1 | 1 | -9 | 9 | -1 | -1 | 8 | 0
O=C(O)C1Nc2c(C(F)(F)F)ccc(Cl)c2C2C=CCC12 (configuration not stated)
    10 | 18 | 2 | -4 | 11 | 1 | 6 | 1 | 15
O=[N+]([O-])c1ccc(Cl)c(S(=O)(=O)Nc2ccc(-c3ccc(N4CCOCC4)nn3)cc2)c1
    0 | 11 | 6 | 3 | -1 | 2 | 10 | 0 | 9
CCOC(=O)C1(CC)NC(c2ccc(OC)cc2OC)C2C(=O)N(C)C(=O)C21 (configuration not stated)
    0 | 2 | 3 | 1 | 17 | -1 | 5 | 5 | 2
Cc1c(C(N)=O)c(-c2ccccc2)nn1-c1ccccc1
    -1 | -4 | -2 | 3 | 1 | 0 | -4 | -1 | 1
O=C1C2CCCN2C(c2ccc(F)c(F)c2)N1c1cccc(Cl)c1 (configuration not stated)
    5 | 6 | 0 | -2 | 8 | -1 | 0 | 3 | -4
Cc1cc(C)c2sc(N(CCN(C)C)C(=O)CCS(=O)(=O)c3ccccc3)nc2c1
    2 | -2 | -5 | 4 | 14 | -4 | 0 | -4 | -2
COc1ccc(C2c3ccc4ccccc4c3Oc3ncn(CCCN(C)C)c(=N)c32)cc1 (configuration not stated)
    -8 | 45* | -6 | -3 | 8 | -6 | -7 | 1 | 2
COc1cc(C2=Nc3ccc(Br)cc3C(c3ccccc3)N2CC(=O)NN)cc(OC)c1OC (configuration not stated)
    -2 | 13 | -4 | 5 | · | -4 | -11 | · | 8
Cc1ccc2oc(-c3ccccc3)c(C(=O)O)c(=O)c2c1
    0 | -11 | -4 | -3 | 10 | 0 | -4 | 3 | 0
CCOc1cc(CNC)ccc1OCC(=O)NC(C)(C)C
    4 | 1 | 2 | 2 | 4 | 3 | -5 | 0 | 2
Cc1cccc(N2C(=O)CS/C2=N\NC(=O)c2ccc(Br)cc2)c1C
    -3 | 22 | -1 | 0 | 7 | 0 | 1 | 4 | 0
Cc1ccc(N/N=C(\C#N)C(=O)c2ccsc2)cc1
    1 | 5 | 0 | 0 | 5 | -10 | 5 | 4 | 10
COc1ccc(CCNC(=O)c2ccc(CNS(=O)(=O)c3cccc(Cl)c3)cc2)cc1OC
    -2 | 0 | -1 | -7 | 9 | -1 | 3 | 2 | -3
COC(=O)c1cc2n(n1)CCCNC2=O
    13 | 9 | 7 | -2 | -15 | 0 | 9 | 2 | -1
CC(C)Oc1ccccc1C1CC(=O)Nc2cc3c(cc21)OCCO3 (configuration not stated)
    4 | 1 | -2 | 0 | -3 | 13 | 1 | 5 | 6
CCC(C)Sc1nnc(CSc2nc(C)cc(C)n2)n1C (configuration not stated)
    13 | 26 | 1 | -5 | 3 | 3 | 6 | 1 | -1
Clc1cccc(Cl)c1/C=N/Nc1c(Cl)cncc1Cl
    1 | -16 | -6 | -2 | 8 | -9 | -4 | 1 | 0
CC(C(=O)Nc1ccc(N2CCOCC2)cc1)N1C(=O)NC(C)(C)C1=O (configuration not stated)
    · | 3 | -3 | 0 | 3 | 1 | 1 | 4 | -3
Cc1cc(C)nc(SCC(=O)NC(=O)c2ccccc2O)n1
    · | 25 | · | 1 | 5 | · | · | -4 | -6
CCCCN(C(C)=O)c1ccc(S(=O)(=O)NC2=NCCCCC2)cc1NC(C)=O
    · | 7 | · | 1 | 2 | · | · | 2 | 4
CC(C)(C)c1cc(C(=O)C[n+]2ccc(C(=O)NCCCO)cc2)cc(C(C)(C)C)c1O
    -5 | 18 | -1 | -4 | 12 | 6 | -3 | -1 | 0
CC(=O)c1nn(-c2ccccc2)cc1C(=O)c1cccc(Br)c1
    6 | -4 | 1 | -3 | 4 | -3 | -3 | -1 | -1
Cc1[nH][nH]c(=O)c1C(c1ccc(Cl)cc1)c1c(C)[nH][nH]c1=O
    14 | -4 | -1 | -18 | 11 | -1 | -6 | 1 | -2
CCOC(=O)C1(Cc2cccc(Cl)c2)CCCN(C(=O)C2CC2)C1 (configuration not stated)
    8 | 3 | 2 | 0 | 3 | 7 | 6 | 4 | 1
O=C(c1ccc(NS(=O)(=O)c2ccccc2)cc1)N1CCOCC1
    2 | 5 | -3 | 1 | -6 | -2 | 1 | 4 | -1
O=C(CC(c1ccccc1)c1ccccc1)NCCOCc1ccccc1
    -6 | 11 | 2 | -1 | 3 | 2 | 6 | 8 | -4
COC(=O)c1ccc(N2CCOCC2)c(F)c1
    6 | -1 | 0 | -3 | 5 | -4 | -3 | 3 | 4

# Later entries.
structure	GSTO1 counter	PREPL inh	LYPLA1 counter	PAD4 inh	PAFAH1B3 FP inh	PME-1 primary	LYPLA2 inh	PAFAH1B2 inh	pPAFAH inh
CC(C)Oc1ccccc1C1Nc2ccccc2C(=O)N1c1ccc2c(c1)OCCO2 (configuration not stated)	1	14	-2	-4	4	-4	-2	-4	-4
CSc1ccccc1C(=O)C1CCCN(C(=O)c2ccc(N3CCOCC3)cc2)C1 (configuration not stated)	10	1	0	-7	0	-3	8	-1	6
Nc1cc(=O)[nH]c(SC/C=C/c2ccccc2)n1	9	12	-1	-3	10	3	0	11	2
O=C(Nc1ccccc1)c1nccn1Cc1ccc(F)cc1	2	-23	0	-1	-2	12	4	-3	-1
O=C(CCc1ccc(O)cc1)c1c(O)cc(O)cc1O[C@@H]1O[C@H](CO)[C@@H](O)[C@H](O)[C@H]1O	7	0	-2	-4	7	3	-4	-3	1
COc1cccc(NC(=O)N2CCC(N3CCCCC3)CC2)c1	4	-4	1	-2	4	-3	-3	-4	3
CC1=NC(=O)C(N=Nc2ccccc2)N1c1ccccc1 (configuration not stated)	3	13	0	0	4	9	1	2	7
Cc1ccc(NC(=O)C2CCCN2S(=O)(=O)c2cccc3cccnc23)c(C)c1 (configuration not stated)	2	1	-3	2	7	4	2	2	7
O=C(CN1CCCCCC1)Nc1ccccc1Cl	4	-31	4	4	-6	-4	6	0	-4
Cc1c(Cl)cccc1NC(=S)NCC(O)c1ccccc1 (configuration not stated)	2	-5	1	-2	1	-3	2	0	-2
CCC1COCCS(=O)(=O)N1Cc1ccccc1 (configuration not stated)	1	4	-4	-2	6	0	-8	5	-5
CCC1CCCCN1CC(O)COCc1cccc(OC)c1 (configuration not stated)	-5	-2	4	-3	-5	-3	1	1	0
OC1CNCc2cc3c(cc21)OCCO3 (configuration not stated)	0	-7	-1	-7	·	-6	3	·	5
CCN(CC(=O)Nc1cc(Cl)ccc1C)C(=O)C1CC(=O)N(Cc2ccccc2)C1 (configuration not stated)	-5	11	-1	-5	7	1	-1	1	-2
NC(=S)N/N=C/c1coc2ccc(Cl)cc2c1=O	-4	7	-3	0	3	-4	-2	4	6
COc1ccc(CCC(=O)N/N=C(\C)c2ccc3c(c2)OCO3)cc1	1	-17	-1	-3	0	-2	-3	2	6
Cc1cc(C(=O)NCc2ccccc2F)cs1	-2	12	1	-2	-4	0	6	4	-2
CC1(C(=O)NCCOc2ccccc2Cl)CC1(Cl)Cl (configuration not stated)	1	-11	1	4	6	-10	-2	2	6
Cc1ccccc1-c1noc(-c2ccccc2C(=O)O)n1	25	16	1	1	2	8	4	7	2
Cc1ccc(-c2ccc(=O)n(CC(=O)N3CCN(c4cccc(C)c4)C(C)C3)n2)cc1 (configuration not stated)	7	-26	5	0	9	-1	8	-3	-3
